Bioassay records deposited in PubChem BioAssay by several laboratories.
Mtb FBA inh = Mtb FBA enzyme inhibitors, primary screen, biochemical, fluorescence, strain H37Rv | inhibition, % at 1 µM | 360,000 tested, 2.3% active | purified M. tuberculosis FBA, fluorescence read-out | Fructose-bisphosphate aldolase (Mycobacterium tuberculosis (strain ATCC 25618 / H37Rv)), …; in the data active = inhibition above about 27%;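 note: 0% = vehicle and 100% = reference inhibitor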
Target sequence (P9WQA3 whole entry, looked up): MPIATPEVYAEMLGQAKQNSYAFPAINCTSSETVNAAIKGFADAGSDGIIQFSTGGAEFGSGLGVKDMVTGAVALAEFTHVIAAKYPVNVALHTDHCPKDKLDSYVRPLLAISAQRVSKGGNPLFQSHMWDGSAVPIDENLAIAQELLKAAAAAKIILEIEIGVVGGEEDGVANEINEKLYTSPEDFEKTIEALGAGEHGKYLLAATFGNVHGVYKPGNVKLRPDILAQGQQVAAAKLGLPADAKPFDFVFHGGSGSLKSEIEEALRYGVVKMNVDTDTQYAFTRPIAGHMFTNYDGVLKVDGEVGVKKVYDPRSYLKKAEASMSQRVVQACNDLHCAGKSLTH
Mtb BioA inh = M. tuberculosis BioA enzyme inhibitors, primary screen, biochemical, plate reader, single point, HTS | 7,8-diaminopelargonic acid synthase BioA (Mycobacterium tuberculosis) | purified M. tuberculosis BioA enzyme | inhibition, % at 9.99 µM | 360,000 tested, 0.096% active | AID 602481, 2012; in the data active = inhibition above about 40%; inconclusive = no clear call, values can overlap the other calls
PrPC TRFRET = inhibitors of human cell surface prion protein PrPC, primary screen, cell-based, TR-FRET; Major prion protein (Homo sapiens), P04156; TR-FRET read-out; inhibition, % at 13.8 µM; 370,000 tested, 0.43% active; in the data active = inhibition above about 24%; note: 0% = median of the test wells and 100% = reference compound wells
FadD28 FP inh = inhibitors of FadD28 bisubstrate probe binding, primary screen, biochemical, fluorescence polarization, single point; Mycobacterium tuberculosis FadD28 fatty-acid-AMP ligase; inhibition, % at 12.5 µM; 360,000 tested, 0.22% active; AID 588549, 2011; in the data active = inhibition above about 8.5%, passing the limit was not always enough; inconclusive = no clear call, values can overlap the other calls
Mtb UGM inh = M. tuberculosis UGM enzyme inhibitors, primary screen, biochemical, fluorescence polarization, single point; UDP-galactopyranose mutase (Mycobacterium tuberculosis (strain ATCC 25618 / H37Rv)), …; purified UGM, fluorescence polarization probe displacement; inhibition, % at 10 µM; 320,000 tested, 0.06% active; in the data active = inhibition above about 10%, passing the limit was not always enough; inconclusive = no clear call, values can overlap the other calls
Target sequence (P9WIQ1 whole entry, looked up): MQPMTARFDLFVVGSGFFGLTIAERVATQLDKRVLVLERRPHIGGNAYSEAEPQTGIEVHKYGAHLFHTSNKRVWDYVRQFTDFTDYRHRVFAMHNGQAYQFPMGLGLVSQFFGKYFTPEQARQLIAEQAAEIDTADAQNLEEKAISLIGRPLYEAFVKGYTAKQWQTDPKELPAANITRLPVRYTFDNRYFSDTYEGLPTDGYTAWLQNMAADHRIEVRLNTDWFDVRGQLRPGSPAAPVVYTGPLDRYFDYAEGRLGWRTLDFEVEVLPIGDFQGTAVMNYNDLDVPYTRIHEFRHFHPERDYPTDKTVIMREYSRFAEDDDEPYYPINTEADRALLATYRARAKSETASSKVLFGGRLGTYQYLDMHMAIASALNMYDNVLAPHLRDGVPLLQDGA
GDH-TPI counter = GDH-TPI coupling enzyme inhibitors, primary screen, artefact control for M. tuberculosis FBA inhibitor project, biochemical, absorbance, full deck. 360,000 tested, 1.2% active. inhibition, % at 4.8 µM. AID 588335, 2011. GDH-TPI coupled enzyme counterscreen, NADH absorbance;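 note: 0% = DMSO wells and 100% = wells lacking the enzyme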
BoNT-F LC inh = BoNT/F light chain protease inhibitors, primary screen, biochemical, flow cytometry, MLPCN library | Multiplex microsphere protease cleavage assay | Botulinum neurotoxin type F light chain protease (Clostridium botulinum) | 360,000 tested, 0.22% active | AID 588497, 2011 | inhibition, % at 10 µM; in the data active = inhibition above about 35%, passing the limit was not always enough; inconclusive = no clear call, values can overlap the other calls; note: plate controls were buffer without enzyme for full effect and enzyme alone for no effect
BoNT-A LC inh2 = BoNT/A light chain protease inhibitors, primary screen, biochemical, flow cytometry, MLPCN library; 360,000 tested, 0.17% active; multiplex microsphere protease substrate cleavage; inhibition, % at 10 µM; AID 588499, 2011; Botulinum neurotoxin type A light chain protease (Clostridium botulinum A str. ATCC 3502); in the data active = inhibition above about 30%; inconclusive = no clear call, values can overlap the other calls; note: plate controls were buffer without enzyme for full effect and enzyme alone for no effect
CCHF vOTU inh = CCHFV vOTU protease inhibitors, primary screen, biochemical, Pep-AMC substrate, fluorescence; Crimean-Congo hemorrhagic fever virus L polyprotein viral ovarian tumor (vOTU) protease …; 370,000 tested, 0.55% active; AID 651958, 2012; inhibition, % at 11.5 µM; note: 0% = vehicle wells with enzyme and 100% = no enzyme wells
* marks the source's active call; other numbers are inactive results. Cut-off read from the data, not from the text of the source, unless noted: active = inhibition above about 30%; inactive = the rest.

`CCN(CC)CCNC(=O)c1ccc(NC(=O)c2ccc(S(=O)(=O)N3CCCC3)cc2)cc1` gave Mtb FBA inh 1, Mtb BioA inh 1.2, PrPC TRFRET 2, FadD28 FP inh -0.5, GDH-TPI counter 5, BoNT-F LC inh -8, BoNT-A LC inh2 -0.3 and CCHF vOTU inh 14.
O=C(CNC(c1ccccc1)c1ccccc1)Nc1ccc(F)cc1 was read as Mtb FBA inh 1, PrPC TRFRET 11, FadD28 FP inh -1.8, Mtb UGM inh -2.0, GDH-TPI counter -4, BoNT-F LC inh -32, BoNT-A LC inh2 -1.3 and CCHF vOTU inh -7.
Screening Cc1ccc(S(=O)(=O)N2CCC(C)CC2)cc1[N+](=O)[O-] returned Mtb FBA inh 3, PrPC TRFRET 2, FadD28 FP inh -0.5, GDH-TPI counter 1, BoNT-F LC inh -2, BoNT-A LC inh2 -0.2 and CCHF vOTU inh -5.
O=C(COc1ccc(/C=N/NC(=O)c2ccccc2Br)cc1)Nc1ccccc1 was read as Mtb FBA inh -2, Mtb BioA inh -4.0, PrPC TRFRET -5, FadD28 FP inh -2.9, Mtb UGM inh -3.9, GDH-TPI counter 16, BoNT-F LC inh -14, BoNT-A LC inh2 0.8 and CCHF vOTU inh 5.
COc1cc(NC(=O)c2ccc(OC)c([N+](=O)[O-])c2)ccc1NC(=O)c1cccs1 was read as Mtb FBA inh -1, Mtb BioA inh -1.7, PrPC TRFRET -8, FadD28 FP inh -4.4, GDH-TPI counter 9, BoNT-F LC inh 4, BoNT-A LC inh2 0.2 and CCHF vOTU inh -7.
`Cc1sc2nc(C3CC3)nc(N3CCN(S(=O)(=O)c4ccc(F)cc4)CC3)c2c1C` gave Mtb FBA inh -4, Mtb BioA inh -7.5, PrPC TRFRET -5, FadD28 FP inh -1.3, Mtb UGM inh 1.0, GDH-TPI counter 10, BoNT-F LC inh 2, BoNT-A LC inh2 0.6 and CCHF vOTU inh -6.
`COc1cc(OC)cc(C2=Cc3ccc(OC)cc3C(CC(C)=O)N2c2ccc(-c3cncnc3)cc2)c1` (configuration not stated) gave PrPC TRFRET -7, BoNT-F LC inh -9, BoNT-A LC inh2 0.3 and CCHF vOTU inh 2.
For CC(=O)c1cccc(NC(=O)c2cccc(NC(=O)c3ccco3)c2)c1 the results were Mtb FBA inh 2, Mtb BioA inh -3.4, PrPC TRFRET -2, FadD28 FP inh -0.9, Mtb UGM inh -1.4, GDH-TPI counter 2, BoNT-F LC inh -5, BoNT-A LC inh2 -0.1 and CCHF vOTU inh -10.
For O=C(Nc1ccccc1)N1CCc2c([nH]c3ccccc23)C1C(F)(F)F (configuration not stated) the results were Mtb FBA inh 2, Mtb BioA inh -0.2, PrPC TRFRET 6, FadD28 FP inh -2.4, Mtb UGM inh -1.8, GDH-TPI counter 7 and CCHF vOTU inh 6.
COC(=O)[C@@H]1C[C@@]1(C)[C@@H](NP(=O)(c1ccccc1)c1ccccc1)c1ccccc1 was read as Mtb FBA inh -2, Mtb BioA inh -0.6, PrPC TRFRET 3, FadD28 FP inh -4.2, Mtb UGM inh 3.2, GDH-TPI counter 7, BoNT-F LC inh 3, BoNT-A LC inh2 -0.4 and CCHF vOTU inh -4.
COc1cc(CN2C[C@@H](CO)O[C@@H](n3cnc4c(Nc5ccccc5)ncnc43)C2)cc(OC)c1OC was read as Mtb FBA inh 4, Mtb BioA inh 1.5, PrPC TRFRET 8, FadD28 FP inh 0.4, GDH-TPI counter -5, BoNT-F LC inh -4, BoNT-A LC inh2 -0.2 and CCHF vOTU inh 3.
Screening COc1ccc(C(=O)Nc2ccnc(-c3cccnc3)n2)cc1 returned Mtb FBA inh 2, PrPC TRFRET -2, FadD28 FP inh 0.2, Mtb UGM inh 1.1, GDH-TPI counter -2, BoNT-F LC inh 4, BoNT-A LC inh2 -0.4 and CCHF vOTU inh 1.
For O=C(Cn1cccn1)N1CCCC(N2CCN(Cc3ccc4c(c3)OCO4)CC2)C1 (configuration not stated) the results were Mtb FBA inh 0, Mtb BioA inh 0.9, PrPC TRFRET 1, FadD28 FP inh 0.8, Mtb UGM inh 1.7, GDH-TPI counter 11, BoNT-F LC inh -4, BoNT-A LC inh2 -1.4 and CCHF vOTU inh 10.
Screening CCOC(=O)c1cccc(NC(=O)CCS(=O)(=O)c2cccs2)c1 returned Mtb FBA inh 1, Mtb BioA inh -1.2, PrPC TRFRET 1, FadD28 FP inh -1.0, Mtb UGM inh -0.3, GDH-TPI counter -10, BoNT-F LC inh 8, BoNT-A LC inh2 0.9 and CCHF vOTU inh -7.
Screening CC(C)NC(=O)CN(c1cccc([N+](=O)[O-])c1)S(=O)(=O)c1ccccc1 returned Mtb FBA inh -4, PrPC TRFRET 4, FadD28 FP inh -2.2, Mtb UGM inh 1.2, GDH-TPI counter -7, BoNT-F LC inh -3, BoNT-A LC inh2 0.2 and CCHF vOTU inh -4.
Screening O=C(COC(=O)c1ccc(NS(=O)(=O)c2cccs2)cc1O)Nc1nc2ccccc2s1 returned Mtb FBA inh -3, PrPC TRFRET 3, FadD28 FP inh inconclusive, Mtb UGM inh -4.2, GDH-TPI counter 9, BoNT-F LC inh -8, BoNT-A LC inh2 -0.9 and CCHF vOTU inh 12.
For CCn1nc(C)c(CN2CCCCC2C(=O)Nc2ccc(Oc3cccnc3)cc2)c1C (configuration not stated) the results were Mtb FBA inh 4, Mtb BioA inh 0.3, FadD28 FP inh -0.3, Mtb UGM inh -0.6, GDH-TPI counter -8, BoNT-F LC inh 3 and BoNT-A LC inh2 1.3.
Cc1ccc2nc(-c3ccc(Cl)cc3)c(Cc3ccccn3)n2c1 was read as PrPC TRFRET -2, BoNT-F LC inh 2, BoNT-A LC inh2 0.8 and CCHF vOTU inh -5.
Screening O=C(CN1C(=O)CCS(=O)(=O)c2ccccc21)NCc1ccc(F)cc1 returned Mtb FBA inh 0, Mtb BioA inh -0.2, PrPC TRFRET -2, FadD28 FP inh -0.6, Mtb UGM inh 0.5, GDH-TPI counter -6, BoNT-F LC inh -2, BoNT-A LC inh2 -0.8 and CCHF vOTU inh -2.
Cc1ccc(S(=O)(=O)Nc2nc3ccc(S(C)(=O)=O)cc3s2)cc1 was read as Mtb FBA inh -3, Mtb BioA inh 0.3, PrPC TRFRET -4, FadD28 FP inh -1.8, Mtb UGM inh 0.3, GDH-TPI counter 0, BoNT-F LC inh -3, BoNT-A LC inh2 0.1 and CCHF vOTU inh 1.

2 successive entries out of the list so far:
COC(=O)[C@@H]1C[C@@]1(C)[C@@H](NP(=O)(c1ccccc1)c1ccccc1)c1ccccc1 was read as Mtb FBA inh -2, Mtb BioA inh -0.6, PrPC TRFRET 3, FadD28 FP inh -4.2, Mtb UGM inh 3.2, GDH-TPI counter 7, BoNT-F LC inh 3, BoNT-A LC inh2 -0.4 and CCHF vOTU inh -4.
COc1cc(CN2C[C@@H](CO)O[C@@H](n3cnc4c(Nc5ccccc5)ncnc43)C2)cc(OC)c1OC was read as Mtb FBA inh 4, Mtb BioA inh 1.5, PrPC TRFRET 8, FadD28 FP inh 0.4, GDH-TPI counter -5, BoNT-F LC inh -4, BoNT-A LC inh2 -0.2 and CCHF vOTU inh 3.

Next section.
Cc1ccc(C(=O)N=c2sccn2C)cc1S(=O)(=O)N1CCOCC1 was read as Mtb FBA inh 0, Mtb BioA inh -1.3, PrPC TRFRET -8, FadD28 FP inh -2.2, Mtb UGM inh 2.8, GDH-TPI counter 11 and CCHF vOTU inh 10.
O=S1(=O)c2ccccc2OC(COCc2ccccc2)CN1C1CC1 (configuration not stated) was read as Mtb FBA inh 5, Mtb BioA inh -2.6, PrPC TRFRET 0, FadD28 FP inh 0.9, GDH-TPI counter 2, BoNT-F LC inh 3, BoNT-A LC inh2 0.0 and CCHF vOTU inh 6.
`O=C(CSc1nnc2ccc(-c3ccccn3)nn12)Nc1ccc(F)cc1F` gave Mtb FBA inh 0, PrPC TRFRET -2, FadD28 FP inh -2.5, Mtb UGM inh -1.9, GDH-TPI counter -4, BoNT-F LC inh 3, BoNT-A LC inh2 1.6 and CCHF vOTU inh 0.
For Cc1c(C(=O)N(Cc2ccccc2Cl)C2CCS(=O)(=O)C2)oc2ccccc12 (configuration not stated) the results were Mtb FBA inh 1, Mtb BioA inh 2.5, PrPC TRFRET 0, FadD28 FP inh -5.7, Mtb UGM inh -1.4, GDH-TPI counter -18, BoNT-F LC inh 1, BoNT-A LC inh2 0.5 and CCHF vOTU inh 1.
For CC1=NNC(=O)C1CC(=O)N/N=C(/C)c1cccc([N+](=O)[O-])c1 (configuration not stated) the results were Mtb FBA inh 0, PrPC TRFRET 0, FadD28 FP inh -0.1, Mtb UGM inh 5.1, GDH-TPI counter -4, BoNT-F LC inh -2, BoNT-A LC inh2 -1.0 and CCHF vOTU inh -2.
O=c1c2cc3c(=O)n(-c4ccccc4O)c(=O)c3cc2c(=O)n1-c1ccccc1O was read as Mtb FBA inh 5, PrPC TRFRET -8, FadD28 FP inh 1.5, Mtb UGM inh 0.7, GDH-TPI counter 4, BoNT-F LC inh -2, BoNT-A LC inh2 0.3 and CCHF vOTU inh -10.
For NS(=O)(=O)c1ccc(CCNC(=O)CNC(=O)c2ccc(Br)o2)cc1 the results were Mtb FBA inh -2, Mtb BioA inh 0.6, FadD28 FP inh -2.3, Mtb UGM inh 2.3, GDH-TPI counter 3, BoNT-F LC inh -6 and BoNT-A LC inh2 0.1.
For COc1cc(Cl)ccc1OCc1cc(C(=O)N(C)CCc2cnn(C)c2)no1 the results were Mtb FBA inh -3, Mtb BioA inh 0.5, PrPC TRFRET 2, FadD28 FP inh -4.5, Mtb UGM inh -1.3, GDH-TPI counter -3, BoNT-F LC inh -2, BoNT-A LC inh2 -1.1 and CCHF vOTU inh 2.
Screening Cc1cc(C)cc(NC(=O)N2CCC(NC(=O)c3ccco3)CC2)c1 returned Mtb FBA inh 3, Mtb BioA inh -0.3, PrPC TRFRET -4, FadD28 FP inh -0.5, Mtb UGM inh 2.5, GDH-TPI counter 1, BoNT-F LC inh -13, BoNT-A LC inh2 -4.2 and CCHF vOTU inh 5.
Screening COc1ccc(Nc2nc(C)c3ccccc3n2)cc1 returned Mtb FBA inh 2, Mtb BioA inh 1.8, PrPC TRFRET -6, FadD28 FP inh -1.6, Mtb UGM inh 2.4, GDH-TPI counter 3, BoNT-F LC inh 16, BoNT-A LC inh2 0.3 and CCHF vOTU inh 7.
For CSc1nc(C)c(C(=O)C[n+]2ccccc2)cc1C#N the results were Mtb FBA inh -2, Mtb BioA inh 0.5, PrPC TRFRET 1, FadD28 FP inh -2.5, Mtb UGM inh -0.2, GDH-TPI counter 15, BoNT-F LC inh -7, BoNT-A LC inh2 1.6 and CCHF vOTU inh -7.
For Cc1cc2c(N=NC(=O)CCc3ccccc3)c(O)[nH]c2cc1Br the results were Mtb FBA inh 4, PrPC TRFRET 3, FadD28 FP inh -0.7, Mtb UGM inh -1.4, GDH-TPI counter 8, BoNT-F LC inh -27, BoNT-A LC inh2 -3.8 and CCHF vOTU inh -1.
For O=C(Cc1ccc([N+](=O)[O-])cc1)N/N=C/c1cccnc1 the results were Mtb FBA inh 1, PrPC TRFRET -14, FadD28 FP inh 1.0, Mtb UGM inh -2.2, GDH-TPI counter 1, BoNT-F LC inh -2, BoNT-A LC inh2 -1.8 and CCHF vOTU inh 3.
